Assay outcomes deposited in PubChem by several laboratories.
West Nile antiviral: inhibition of WNV-induced cytopathic effect – cell-based, CPE readout (AID 1621); West Nile virus-infected cells, CPE inhibition; higher % means a stronger effect; CPE inhibition, % at 10 µM, or IC50 in µM where a hit was titrated; 290,000 compounds, 0.02% hits; in the data active means a potency from the dose series; inconclusive means CPE inhibition mostly from about 3.7% at the one dose, without a potency; inactive means the rest, 99 in 100 with CPE inhibition below about 2.2%; further: strong numbers were not always called active
Yfh1-depleted yeast: mitochondrial function rescue without frataxin homolog – Friedreich's ataxia, plus single-dose screen, dose response (AID 1465) | 220,000 compounds, 0.074% hits | S. cerevisiae Yfh1-off respiration, WST-1 reduction, 72 h; higher fold induction means a stronger effect | fold induction at 50 µM, or EC50 in µM where a hit was titrated;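 active means fold induction of absorbance versus untreated yeast above a set limit, then at least 30% activation at any dose in follow-up; inconclusive means repeats straddling the limit, or above it without dose testing; inactive means fold induction below the set limit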;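 further: activators that raise dye reduction in frataxin-depleted yeast; strong numbers were not always called active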
NS5 inhibitors: flavivirus cap methylation enzyme inhibition – biochemical, confirmation dose response, primary screen (AID 588689) | Dengue-2 NS5 methyltransferase capping enzyme assay, biochemical; higher % means a stronger effect | inhibition, % at 25 µM, or IC50 in µM where a hit was titrated | 340,000 compounds, 0.3% hits; in the data active means a potency from the dose series; inconclusive means inhibition above about 29% without an active follow-up result
UTI89 phage lysis: protection from phage-mediated lysis, alamar blue read-out – E. coli UTI89, K1F phage, bacterial capsule biogenesis inhibitors (AID 488966); E. coli UTI89 K1F phage lysis, alamar blue, 2 h; higher % means a stronger effect; inhibition, % at 100 µM; hits with a dose series show IC50 in µM; 340,000 compounds, 0.02% hits;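 active means phage lysis inhibition, versus mean bacterial control, above a set limit; inconclusive means no clear call, values can overlap the other calls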;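 further: capsule biogenesis inhibitors block K1F phage lysis so surviving cells raise fluorescence; higher fluorescence means more inhibition of phage lysis; actives were called in the ten point dose series up to 300 µM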
SV40 large T antigen: SV40 large T antigen inhibitors, biochemical (AID 1903); 310,000 compounds, 0.39% hits; one-dose inhibition, % at 20 µM; IC50 in µM for titrated hits; SV40 large T antigen ATPase/helicase inhibition assay; higher % means a stronger effect; in the data active means a potency from the dose series; inconclusive means inhibition mostly from about 32% at the one dose, without a potency; inactive means the rest, 99 in 100 with inhibition below about 32%; further: strong numbers were not always called active
WT yeast gro inh: growth inhibition of WT yeast, mitochondrial fusion screen. mitochondrial fusion phenotypic screen, WT strain. inhibition, % at 10 µM. 190,000 compounds, 2.1% hits. AID 1362; in the data active means inhibition above about 58%; tested in S. cerevisiae
XIAP antagonists: small molecules displacing peptide from XIAP – biochemical, IAP family, fluorescence polarization (AID 1018); displacement, % at 20 µM, or IC50 in µM where a hit was titrated; 200,000 compounds, 0.007% hits; XIAP BIR domain, fluorescence polarization peptide displacement; higher % means a stronger effect; in the data active means displacement above about 50%; further: a part of the inactive calls stands beside numbers as strong as those of hits
CSM14.1 death rescue: protection against thapsigargin-triggered cell killing – 384-well, CSM14.1, ATP luminescence, primary screen (AID 1222); CSM14.1 thapsigargin-induced death rescue, ATP luminescence; higher % means a stronger effect; 190,000 tested, under 10 active; cellular ATP content (survival), % at 20 µM, or EC50 in µM where a hit was titrated;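 active means EC50 below 50 µM in the dose-response confirmation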;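 further: death triggered by thapsigargin at about 15 µM added after 2 h compound pretreatment; cell ATP read after overnight thapsigargin exposure of roughly 18 to 22 hours; normalized against plate controls of thapsigargin alone and 5% DMSO vehicle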
RSV CPE inhibition: RSV antiviral activity via CPE protection, HEp-2 cells, primary 10 µM value included (AID 2391) | 310,000 compounds, 0.13% hits | HEp-2 cells, RSV-induced CPE inhibition; higher % means a stronger effect | CPE inhibition, % at 10 µM, or IC50 in µM where a hit was titrated; in the data active means a potency from the dose series; inconclusive means CPE inhibition mostly from about 23% at the one dose, without a potency; inactive means the rest, 99 in 100 with CPE inhibition below about 21%; further: strong numbers were not always called active
WT yeast gro inh mutant strain: further read-out of WT yeast gro inh, marked with its call; inhibition, %; mitochondrial fusion phenotypic screen, mutant strain inhibition
NS5 inhibitors pilot replicate: second read-out of NS5 inhibitors, no call of its own (marks repeat the call); inhibition, %; measured here: pilot screen replicate inhibition
Numbers without * were called inactive; i = inactive; u = inconclusive; x = not tested or not shown; [ ] = dose if it differs, or a comment. The order is random; about 2.2% have a hit in one of these screens.

SMILES | West Nile antiviral | Yfh1-depleted yeast | NS5 inhibitors | UTI89 phage lysis | SV40 large T antigen | WT yeast gro inh | WT yeast gro inh mutant strain | XIAP antagonists | CSM14.1 death rescue | RSV CPE inhibition | others
Cc1ccc(C(=O)Oc2ccc3ccc(=O)oc3c2)cc1 | -0.5% | x | -4% | -0.2% | 7% | x | x | x | x | -0.3% | NS5 inhibitors pilot replicate=-6.1
CCOC(=O)c1sc(Nc2ccc(F)cc2)nc1C | -0.5% | i | -8% | -0.4% | 3% | 2 | 12 | -4.9% | -0.1% | -0.8%
O=C(Nc1ccc(F)cc1F)c1ccco1 | 0.3% | i | -6% | 2.3% | 4% | 11 | -13 | -5.8% | -0.8% | -0.1%
CCc1ccccc1NC1=NCC(=O)N1Cc1ccccc1 | -0.7% | i | -6% | -2.7% | 2% | -11 | -16 | -0.3% | -1.8% | 0.9%
CC1CC(=O)N(c2ccc(Br)cc2)C(=O)C1 | 0.4% | i | -13% | -0.7% | 1% | x | x | x | x | x
CCOc1ccc(C(=O)NCC(=O)OCC(=O)Nc2ccc(C)c(S(=O)(=O)N(C)C)c2)cc1 | -0.2% | i | -8% | -0.4% | 16% | -10 | 6 | -3.2% | -0.8% | 1.1%
COc1cccc(N2CCN(C(=O)c3ccc(CS(=O)Cc4ccc(C)cc4)o3)CC2)c1 (stereo not drawn) | 0.4% | x | -12% | 4.7% | 8% | x | x | x | x | 9.7%
CCNc1nc(NCC)nc(OCCOC(=O)Nc2ccccc2)n1 | -1.2% | i | -3% | 0.7%[50 µM] | 7% | 2 | -11 | -4.1% | -1.4% | 1.6%
O=C(NC1CCCCC1)c1cc2ccccc2cc1O | -1.0% | i | 31% | 0.4%[50 µM] | 9% | x | x | x | x | u
CCN(CC)S(=O)(=O)c1ccc(/C=C/C(=O)Nc2ccc(F)cc2F)cc1 | 1.7% | i | 1% | 0.2% | 2% | -6 | -1 | -6.4% | -0.4% | 1.3%
CC(=O)N1c2ccc(S(=O)(=O)N(C)CC(=O)NC3CCCC3)cc2CC1C (stereo not drawn) | -0.3% | x | -2% | 0.2% | 6% | x | x | x | x | 2.6%
CC1CC1C(=O)Nc1nc(-c2ccccn2)cs1 (stereo not drawn) | -0.4% | i | -3% | 0.1% | 1% | -21 | 0 | -0.8% | -1.4% | 1.4%
COc1cccc(C(=O)N=c2sc3cc(S(C)(=O)=O)ccc3n2C)c1 | 0.3% | i | x | x | 21% | -3 | 13 | -9.8% | 0.7% | -2.1%
O=C(CNC(=O)c1cccs1)NCC(=O)OCC(=O)c1ccc([N+](=O)[O-])cc1 | 0.1% | i | 6% | -3.2% | 27% | -6 | -5 | -3.8% | 0.0% | 0.4%
CCOc1c(/C=C(\C#N)C(N)=O)c2ccccc2n1CC | -0.6% | i | -4% | 6.6% | 3% | -16 | -19 | -3.6% | 4.4% | 6.3%
O=C(NCc1ccccc1)c1cccc(COc2cc(Cl)ccc2Cl)c1 | -1.2% | i | -2% | 0.8% | 6% | -13 | -12 | -3.0% | -0.1% | 1.1%
C(=C\c1ccccc1)/CSc1nnc(-c2cnccn2)n1Cc1ccco1 | -0.1% | i | 17% | 0.2% | 17% | 6 | -7 | -9.2% | -3.0% | 6.5%
CCC(C)OC(=O)C[N+](C)(C)CCOC1CC2CCC1(C)C2(C)C (stereo not drawn) | 2.4% | i | x | x | 6% | -2 | 5 | 1.0% | -1.9% | -1.3%
Cc1cccc(C)c1NC(=O)Cn1c(CN2CCCCC2)nc2ccccc2c1=O | 0.2% | i | -4% | -0.8% | 9% | -6 | 5 | -8.2% | -2.9% | -1.2%
CC1CCc2c(sc(NC(=O)COC(=O)C3CCCO3)c2C#N)C1 (stereo not drawn) | -0.3% | i | 0% | 0.4% | 11% | 19 | 9 | -4.4% | -2.2% | 6.5%
COc1ccc(NC(=O)CSc2nc3ccccc3n2-c2ccccc2)c([N+](=O)[O-])c1 | -0.2% | i | -4% | 0.2% | 14% | -13 | 10 | -3.4% | -1.3% | 11%
CN(C)/C=C/C(=O)Oc1ccc(Cl)cc1Cl | 0.3% | i | -1% | -1.3% | 8% | 9 | 14 | -22% | -0.6% | 0.6%
Cn1c(=O)c2cc(S(=O)(=O)Nc3ccc4c(c3)OCO4)ccc2n(C)c1=O | 1.5% | i | -3% | 3.5% | 8% | -7 | -1 | -2.5% | -2.1% | 1.9%
COC(=O)[C@H]1C[C@@H]1[C@H](NC(=O)c1cnccn1)c1ccccc1 | -0.4% | i | -2% | 1.2% | 3% | -13 | -16 | -16% | -5.7% | -0.6%
COc1cccc(S(=O)(=O)N2CCN(C(=O)c3ccco3)CC2)c1 | -0.4% | i | 0% | -0.2% | 4% | -19 | -1 | -1.4% | -1.5% | 0.2%
CCOC(=O)C(CCCOc1ccc(C(C)CC)cc1)C(=O)OCC (stereo not drawn) | -0.2% | i | -2% | -1.3% | 2% | 17 | -17 | -0.8% | 4.8% | 2.5%
COc1cccc(CNC(=O)C2CCN(c3ncnc4c3nc3n4CCCCC3)CC2)c1 | -0.1% | x | -5% | 0.4% | 12% | x | x | x | x | 4.4%
C#CCO[C@@H]1C[C@H](n2cnc3c(=O)[nH]c(NC(=O)C(C)C)nc32)O[C@@H]1CO | 0.1% | i | 5% | 2.6% | 6% | x | x | x | x | 1.5%
O=C(NCc1ccncc1)C(=O)NCC1OCCCN1S(=O)(=O)c1ccccc1 (stereo not drawn) | 0.1% | i | -4% | 3.8% | 6% | -5 | -14 | -5.9% | 11% | 2.3%
CC(C)CCN(C(=S)NC(=O)C1CCCCC1)c1c(N)n(Cc2ccccc2)c(=O)[nH]c1=O | -1.0% | i | -17% | -1.3% | 12% | 5 | -2 | -11% | -1.2% | -1.8%
COC(=O)C(C)N(c1ccc(C)cc1)S(=O)(=O)c1c(C)[nH]c(=O)[nH]c1=O (stereo not drawn) | 0.2% | i | -5% | -2.0% | 4% | 1 | 20 | -20% | 1.6% | 0.2%
CN(CCNC(=O)c1cn(C)c2ccc(S(=O)(=O)N(C)C)cc2c1=O)CCc1ccccc1 | -0.2% | i | -3% | 1.7% | 1% | -4 | 5 | -3.9% | 0.4% | 0.7%
COc1ccccc1NC(=S)NC(=O)C1CC1 | -0.9% | i | 0% | -1.4% | 7% | 2 | -12 | 0.0% | -1.2% | 1.7%
COC(=O)CN(C#N)c1nc(NC(C)C)nc(OC)n1 | -0.1% | i | -5% | 0.8% | 11% | -26 | -8 | 1.1% | 0.4% | 1.4%
Cc1ccc(S(=O)(=O)NCc2ccc(C(=O)NCCCN3CCN(C)CC3)cc2)cc1 | 0.2% | i | -3% | 3.0% | -5% | -3 | -44 | -7.8% | 0.3% | -0.8%
O=C(c1ccc(N2CCCC2=O)cc1)N1CCN(c2ccccc2F)CC1 | 0.2% | x | -1% | 0.2% | 8% | x | x | x | x | 1.6%
Cc1n[nH]c(=S)c2nn(-c3cccc(Cl)c3)c(C)c12 | x | x | x | x | -1% | 13 | 16 | -7.5% | -1.3% | x
COC(=O)[C@H](Cc1ccccc1)NC(=O)NCc1ccc(C)cc1 | 0.5% | i | x | x | 7% | x | x | x | x | 0.7%
COCCCN(C(=O)Nc1cccc(Cl)c1)C(C)c1ccccn1 (stereo not drawn) | -0.4% | i | -1% | 0.0% | 0% | -12 | -11 | -1.5% | -2.9% | 2.9% | NS5 inhibitors pilot replicate=3.0
O=C(CCSc1nc(-c2ccco2)cc(C(F)(F)F)n1)NCc1cccs1 | 0.5% | i | -5% | 0.9% | 6% | -4 | 5 | 0.2% | -1.4% | 9.2%

Quoted at random: 5 compounds from above.
SMILES | West Nile antiviral | Yfh1-depleted yeast | NS5 inhibitors | UTI89 phage lysis | SV40 large T antigen | WT yeast gro inh | WT yeast gro inh mutant strain | XIAP antagonists | CSM14.1 death rescue | RSV CPE inhibition | others
COC(=O)[C@H]1C[C@@H]1[C@H](NC(=O)c1cnccn1)c1ccccc1 | -0.4% | i | -2% | 1.2% | 3% | -13 | -16 | -16% | -5.7% | -0.6%
O=C(c1ccc(N2CCCC2=O)cc1)N1CCN(c2ccccc2F)CC1 | 0.2% | x | -1% | 0.2% | 8% | x | x | x | x | 1.6%
COCCCN(C(=O)Nc1cccc(Cl)c1)C(C)c1ccccn1 (stereo not drawn) | -0.4% | i | -1% | 0.0% | 0% | -12 | -11 | -1.5% | -2.9% | 2.9% | NS5 inhibitors pilot replicate=3.0
Cc1ccc(S(=O)(=O)NCc2ccc(C(=O)NCCCN3CCN(C)CC3)cc2)cc1 | 0.2% | i | -3% | 3.0% | -5% | -3 | -44 | -7.8% | 0.3% | -0.8%
COc1ccccc1NC(=S)NC(=O)C1CC1 | -0.9% | i | 0% | -1.4% | 7% | 2 | -12 | 0.0% | -1.2% | 1.7%

(next part)
SMILES | West Nile antiviral | Yfh1-depleted yeast | NS5 inhibitors | UTI89 phage lysis | SV40 large T antigen | WT yeast gro inh | WT yeast gro inh mutant strain | XIAP antagonists | CSM14.1 death rescue | RSV CPE inhibition | others
O=c1[nH]cnc(O)c1C(c1ccc(Br)cc1)c1c(O)nc[nH]c1=O | -0.6% | i | 7% | 0.1% | 4% | x | x | x | x | 0.5%
CCOc1ccc(NC(=O)Nc2cc(C)ccc2F)cc1 | -1.0% | i | 1% | 0.6% | 0% | 33 | 37 | -4.0% | -1.2% | 1.3% | NS5 inhibitors pilot replicate=0.0
O=C(CSc1nnc(-c2ccccc2)c(-c2ccccc2)n1)N1CCc2ccccc21 | 0.0% | i | -3% | 0.9% | 6% | 10 | 17 | -7.8% | -1.6% | 7.9%
O=C(Cc1ccc(Cl)cc1)NCCS(=O)c1ccc(Cl)cc1 (stereo not drawn) | -0.5% | i | -1% | 1.3% | -15% | 4 | -21 | 2.9% | -0.9% | 1.4%
O=C(COc1ccccc1[N+](=O)[O-])OCC(=O)N1CCC(Cc2ccccc2)CC1 | 0.4% | i | -4% | 1.1%[50 µM] | 6% | -15 | -16 | -9.9% | -2.1% | 1.2%
CS(=O)(=O)N(CC(=O)NCc1ccc2c(c1)OCO2)Cc1ccccc1 | -0.1% | i | 3% | 0.3% | 11% | 12 | -21 | 1.6% | -2.5% | -0.2%
Cc1cc(C(=O)O)ccc1NCc1ccncc1 | -0.3% | x | 0% | 1.5% | -1% | x | x | x | x | 2.7% | NS5 inhibitors pilot replicate=-1.8
N#Cc1c(-c2ccc(F)cc2)cc(C2CC2)nc1SCC(=O)c1cccs1 | -0.9% | i | -2% | -0.8% | 12% | -8 | -2 | -8.2% | -2.3% | 3.2%
Cc1cc(S(=O)(=O)N2CCOCC2)ccc1OCC(=O)N1CCOCC1 | -0.3% | x | -5% | 0.4% | 7% | x | x | x | x | 0.8%
Cc1ccc(C)c(N2CC(C(=O)Nc3nccs3)CC2=O)c1 (stereo not drawn) | -0.1% | x | -2% | -0.8% | -1% | x | x | x | x | 1.3%
